L3MBTL1 inh: L3MBTL1 (human) inhibition; Q9Y468; AlphaScreen L3MBTL1–H3K9me1 peptide binding; Potency, µM (doses to about 57.1 µM), for inactives: at the highest dose activity, negative = inhibition, usual class: inhibitors; actives 0.66% (n = 230,000); AID 485360; active = well fitted inhibition curve with a large enough effect; inconclusive = small, poorly fitted or top-dose-only effect; inactive = no such curve, though single readings can be large or run the other way; also: nearly all actives have a fitted effect of over 60% in size
Target sequence (Q9Y468 whole entry, looked up): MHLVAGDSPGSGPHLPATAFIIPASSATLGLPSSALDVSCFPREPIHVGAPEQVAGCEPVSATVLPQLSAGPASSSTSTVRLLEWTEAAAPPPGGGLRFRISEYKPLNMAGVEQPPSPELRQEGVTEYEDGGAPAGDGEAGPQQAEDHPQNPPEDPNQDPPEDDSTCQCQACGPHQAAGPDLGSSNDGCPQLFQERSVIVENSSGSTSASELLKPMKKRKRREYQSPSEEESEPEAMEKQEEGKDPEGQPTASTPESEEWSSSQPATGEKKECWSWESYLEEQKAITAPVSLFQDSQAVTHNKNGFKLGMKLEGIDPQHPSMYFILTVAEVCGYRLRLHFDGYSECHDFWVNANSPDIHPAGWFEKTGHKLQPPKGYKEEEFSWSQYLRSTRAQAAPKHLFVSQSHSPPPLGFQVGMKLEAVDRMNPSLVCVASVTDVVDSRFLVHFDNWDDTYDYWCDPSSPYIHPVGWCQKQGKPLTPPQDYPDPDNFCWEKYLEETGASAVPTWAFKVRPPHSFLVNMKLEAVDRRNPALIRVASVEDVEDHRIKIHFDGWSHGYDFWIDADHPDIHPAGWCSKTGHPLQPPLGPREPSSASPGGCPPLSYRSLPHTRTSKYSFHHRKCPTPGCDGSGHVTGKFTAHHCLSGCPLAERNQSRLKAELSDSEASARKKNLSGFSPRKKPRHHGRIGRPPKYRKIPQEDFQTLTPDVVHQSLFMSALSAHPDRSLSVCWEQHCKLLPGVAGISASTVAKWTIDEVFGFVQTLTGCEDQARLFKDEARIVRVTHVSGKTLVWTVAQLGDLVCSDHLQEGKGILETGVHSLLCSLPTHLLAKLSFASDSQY
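L3MBTL1 (50 nM) pre-complexed 30 min with biotinylated H3(1-15)K9me1 peptide (75 nM), then compounds added for 30 min at room temperature; AlphaScreen streptavidin donor/nickel chelate acceptor beads (10 ug/mL final) read after 30 min dark incubation.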
Active calls of the source: *; ? = inconclusive; [ ] = another dose, or the depositor's remark. % is scaled to controls: 0 for no effect and ±100 for the full control effect; potency is read from the fitted curve at half-maximal effect. Not all compounds are listed. The share of hits here may be higher or lower than overall.

Preview:
L3MBTL1 inh | SMILES
1% | CC(C)(C)OC(=O)C[C@@H]1C/C=C\C[C@@H](CC(=O)N[C@@H](CO)Cc2ccccc2)C(=O)NC[C@@H](c2ccccc2)OC1=O
-9% | Fc1ccc(CN2CCSCC2)cc1F
9% | Cc1ccc(Cn2c(N3CCN(C)CC3)nc3c2c(=O)[nH]c(=O)n3C)cc1
10% | Cc1nc(NC(=O)COC(=O)c2ccc(CO)cc2)c(Cl)cc1Cl
2% | Cc1ccccc1C(=O)NCC(=O)NCC1(N2CCOCC2)CCCCC1
3% | O=[N+]([O-])c1ccccc1S(=O)(=O)N1CCSCC1
16% | CCOc1ncccc1C(=O)OC(C)C(=O)Nc1ccc(Cl)cn1 (stereo not drawn)
3% | C/C(=N\NC(=O)c1ccc(-n2cnnn2)cc1)c1ccc(Cl)cc1
2% | Cc1ccc(S(=O)(=O)N2CCCC2CNC(=O)C(=O)NCc2cccs2)cc1 (stereo not drawn)
-8% | COc1ccc2c3c([nH]c2c1)C(C)N(CCC(=O)NN)CC3 (stereo not drawn)
-2% | Cc1cc2c(cc1S(=O)(=O)Nc1cccc(C)c1C)OCC(=O)N2
-2% | Cc1ccc(SCC(=O)N(C)CC(=O)Nc2cccc(F)c2)cc1
-2% | COc1ccc(/C=C2\CCn3c2nc2ccccc2c3=O)cc1OC
0% | COc1ccc(C(CNC(=O)c2cc3ccccc3cc2O)N2CCOCC2)cc1 (stereo not drawn)
-1% | O=C(COC(=O)c1ccccc1Br)NC(=O)NCc1ccccc1

The list itself (from the top)
L3MBTL1 inh | SMILES
1% | CC(C)(C)OC(=O)C[C@@H]1C/C=C\C[C@@H](CC(=O)N[C@@H](CO)Cc2ccccc2)C(=O)NC[C@@H](c2ccccc2)OC1=O
-9% | Fc1ccc(CN2CCSCC2)cc1F
9% | Cc1ccc(Cn2c(N3CCN(C)CC3)nc3c2c(=O)[nH]c(=O)n3C)cc1
10% | Cc1nc(NC(=O)COC(=O)c2ccc(CO)cc2)c(Cl)cc1Cl
2% | Cc1ccccc1C(=O)NCC(=O)NCC1(N2CCOCC2)CCCCC1
3% | O=[N+]([O-])c1ccccc1S(=O)(=O)N1CCSCC1
16% | CCOc1ncccc1C(=O)OC(C)C(=O)Nc1ccc(Cl)cn1 (stereo not drawn)
3% | C/C(=N\NC(=O)c1ccc(-n2cnnn2)cc1)c1ccc(Cl)cc1
2% | Cc1ccc(S(=O)(=O)N2CCCC2CNC(=O)C(=O)NCc2cccs2)cc1 (stereo not drawn)
-8% | COc1ccc2c3c([nH]c2c1)C(C)N(CCC(=O)NN)CC3 (stereo not drawn)
-2% | Cc1cc2c(cc1S(=O)(=O)Nc1cccc(C)c1C)OCC(=O)N2
-2% | Cc1ccc(SCC(=O)N(C)CC(=O)Nc2cccc(F)c2)cc1
-2% | COc1ccc(/C=C2\CCn3c2nc2ccccc2c3=O)cc1OC
0% | COc1ccc(C(CNC(=O)c2cc3ccccc3cc2O)N2CCOCC2)cc1 (stereo not drawn)
-1% | O=C(COC(=O)c1ccccc1Br)NC(=O)NCc1ccccc1
-3% | CCc1nc2c(c(=O)[nH]1)C(CC)(CC)Cc1ccccc1-2
-8% | N#Cc1ccc(OCC(=O)OCC(=O)c2ccc[nH]2)cc1
-1% | CCCCOc1ccc(C(=O)NCC(=O)NCCOc2ccccc2)cc1
-4% | Cc1ccc(C)c(NCC(=O)c2ccc(Cl)cc2)c1
-1% | O=C(COc1ccc([N+](=O)[O-])cc1)NC(=O)NC1CCS(=O)(=O)C1 (stereo not drawn)
-2% | N#Cc1ccccc1OCC(=O)NNC(=O)CNC(=O)c1cccc(Br)c1
2% | CC1CCC(=O)N(CCC#N)CC1 (stereo not drawn)
-2% | CCOc1ccc(NS(=O)(=O)c2cc(C(=O)NCCCN3CCOCC3)ccc2C)cc1
-5% | COc1ccc(C(=O)N[C@H](C(=O)NCCCSc2ccccc2)C(C)C)cc1
-3% | CCN(C[C@H]1N[C@@](Cc2ccccc2)(C(=O)OC)[C@H]2C(=O)N(C)C(=O)[C@@H]12)S(=O)(=O)c1ccc(OC(F)(F)F)cc1
6% | COCCCN(C(=O)c1cc(Cl)nc2ccccc12)c1c(N)n(Cc2ccccc2)c(=O)[nH]c1=O
2% | O=C(COC(=O)Cc1ccc(F)cc1)NC(=O)c1ccccc1
3% | Nc1nc(N)nc(-c2cccc(Cl)c2Cl)n1
-13% | OCCN1CCN(Cc2ccc3ccccc3c2)CC1
-5% | Cn1c(-c2ccc(Br)cc2)cnc1NCc1ccc(C#N)cc1
8% | C=CC[C@@H](CC(=O)N[C@@H](CO)Cc1ccccc1)C(=O)N[C@H](C)COC(=O)[C@@H](CC=C)Cc1ccc(F)cc1
4% | O=C(O)CCn1c(=O)oc2cc(S(=O)(=O)N3CCCC3)ccc21
3% | CCN(C(=O)COC(=O)COc1ccc(Cl)c(C)c1)C1CCS(=O)(=O)C1 (stereo not drawn)
40%[activator] | COC(=O)C1(C)NC(c2ccc(O)cc2)C2C(=O)N(c3ccc(F)cc3)C(=O)C21 (stereo not drawn)
3% | COc1cc(/C=C(\NC(=O)c2ccccc2)C(=O)NC(C(=O)O)c2ccccc2)cc(OC)c1OC (stereo not drawn)
-2% | COc1ccccc1N(CC(=O)Nc1cc(C)on1)S(=O)(=O)c1cccc(C(F)(F)F)c1
-15% | CCOC(=O)N1CCN(C(=O)C2CC(=O)N(c3ccc(C)cc3)C2)CC1 (stereo not drawn)
2% | O=S1(=O)N=C(c2ccccc2)C=C(c2ccccc2)N1
4% | CCc1cccc(NC(=O)CSCc2nc3sc(C)c(C)c3c(=O)[nH]2)c1
11% | C[C@H](CO)N1C[C@H](C)[C@@H](CN(C)Cc2ccncc2)Oc2c(cccc2N(C)C)C1=O
-1% | CC1(C)CC(=O)C=C(NCCc2ccccc2)C1
-4% | COc1ccc(Br)cc1/C=N/n1c(-c2ccccc2)n[nH]c1=S
1% | CN1C(=O)[C@H]2[C@@H](/C=C/c3ccccc3)N3C(=O)CN(Cc4ccccc4)C(=O)[C@@]3(C)[C@H]2C1=O
-1% | CNS(=O)(=O)c1cccc(C(=O)OCCCC(=O)c2ccccc2)c1
-3%[2.29 µM] | Cc1cccc(NC(=O)Cc2ccc(Br)cc2)n1
-7% | O=C(c1ccc2nc[nH]c2c1)N1CCN(S(=O)(=O)c2cccc(F)c2)CC1
5% | O=C(NCC1CCCN(Cc2ccc3c(c2)OCCO3)C1)c1ccc2c(c1)OCO2 (stereo not drawn)
9% | COc1ccc(S(=O)(=O)N2CCN(c3cnccn3)CC2)cc1OC
6% | COc1cc(C(=O)N(C)CC2CCN(CCc3cccc(C(F)(F)F)c3)CC2)ccc1C
-14% | COc1ccccc1NCCC(=O)OCC(=O)Nc1ccccc1Cl
7% | COc1ccc(S(=O)(=O)N2CCN(CC(=O)NC(Cc3ccccc3)C(C)=O)CC2)cc1 (stereo not drawn)
-9% | COc1ccc(-c2nn(-c3ccccc3)cc2C(=O)Nc2cccc(C(=O)O)c2)cc1[N+](=O)[O-]
33%[activator] | CCS(=O)(=O)N1CCC(C(=O)Nc2ccc(C(C)=O)cc2)CC1
-9% | COc1cc(OC)cc(-c2sc3ccc(OC)cc3c2-c2ccc3cc[nH]c3c2)c1
-8% | Cc1ccc(-c2nnc(SC(C)C(=O)NCC3CCCO3)nc2-c2ccc(C)cc2)cc1 (stereo not drawn)
10% | CC(C)(C)OC(=O)N[C@H]1C=C[C@@H](OC(=O)CC(=O)OCC(F)(F)F)C1

Further compounds:
L3MBTL1 inh | SMILES
-8% | O=C(COC(=O)c1cnccn1)N=c1sccn1Cc1ccccc1Cl
-11% | CCOC(=O)COc1ccc(C(c2c(C)[nH][nH]c2=O)c2c(C)[nH][nH]c2=O)cc1
17% | COc1cccc(NC(=S)NCc2ccc(F)cc2)c1
3% | COc1ccc(CCNC(=O)CNC(=O)c2ccc(Br)o2)cc1OC
0% | CCN(C(=O)CSc1nc2cc(S(=O)(=O)N(CC)CC)ccc2n1CC)C1CCS(=O)(=O)C1 (stereo not drawn)
29% | Cc1nc(SCC(=O)N(CC(C)C)C2CCS(=O)(=O)C2)c2ccccc2n1 (stereo not drawn)
4% | COC(=O)C1=C(C)N(Cc2ccccc2)C(=NCc2cccc(Cl)c2)N[C@H]1c1cccc(F)c1
-1% | COc1ccc(OC)c(C(=O)COC(=O)CN2C(=O)NC3(CCCCC3C)C2=O)c1 (stereo not drawn)
5% | CC(=O)N1CCN(S(=O)(=O)c2cccc(C(=O)NC3CCCC3)c2)CC1
3% | C[C@H](CO)N1C[C@H](C)[C@@H](CN(C)S(=O)(=O)c2cn(C)cn2)Oc2c(NS(=O)(=O)c3cccs3)cccc2C1=O
1% | CC(C)CN(C(=O)c1cccc(S(=O)(=O)N2CCN(c3ccc(F)cc3)CC2)c1)C1CCS(=O)(=O)C1 (stereo not drawn)
7% | Cc1ccc(S(=O)(=O)N2[C@@H](c3ccccc3)C(C(=O)O)=CC[C@H]2c2ccc(C(C)C)cc2)cc1
5% | CC(O)CSc1nc2c(c(=O)[nH]c(=O)n2C)n1Cc1ccccc1Cl (stereo not drawn)
-2% | O=C(CSc1nc(=O)n(CCN2CCOCC2)c2c1CCCC2)Nc1cccc([N+](=O)[O-])c1
-2% | Cc1ccc(S(=O)(=O)N2CCOCC2)cc1NC(=O)c1ccc(F)cc1F
2% | O=C(COc1cccc2c1CCNC2=O)Nc1cccc(F)c1
6% | CC(C)(C)OC(=O)C[C@H]1C/C=C\C[C@@H](CC(=O)NCCO)C(=O)N[C@H](C(C)(C)C)COC1=O
1% | CC(Oc1cccnc1[N+](=O)[O-])C(=O)N1CCc2ccccc21 (stereo not drawn)
3% | CCOc1ccc(NC(=O)C2CCCN(S(C)(=O)=O)C2)cc1 (stereo not drawn)
11% | O=C1N[C@H](Cc2ccccc2)CO1
-5% | COc1ccc(C(=O)Nc2ccccc2)cc1NC(=O)c1ccc([N+](=O)[O-])cc1
-9% | Cc1ccc(C(=O)OCC(=O)Nc2ccccc2C(F)(F)F)cc1S(=O)(=O)N1CCCCC1
-4% | COc1ccc(C)cc1Nc1n[n+](-c2ccccc2)c(-c2cccc(Cl)c2Cl)s1
0% | N#Cc1cc([N+](=O)[O-])ccc1NC(=O)COC(=O)c1cnccn1
1% | O=C(Nc1cccc(Cl)c1)C1CCCN(C2=NS(=O)(=O)c3ccccc32)C1 (stereo not drawn)
-15% | C/C(=N/Nc1ccnc2cc(Cl)ccc12)c1ccc(N)cc1
0% | CN(c1ccc(OCC(=O)Nc2ccccc2C(=O)O)cc1)S(=O)(=O)c1ccc(Cl)cc1
-7% | COc1ccc(S(=O)(=O)Nc2ccc(Cl)cn2)cc1
0% | CN(CC(=O)Nc1cccc(F)c1)C(=O)C1CCN(S(=O)(=O)c2ccc3c(c2)OCCO3)CC1
-3% | CSCCNC(=O)c1ccc2nc(Cc3ccccc3F)oc2c1
? | O=C1c2cc(O)c(O)cc2S(=O)(=O)C1c1ccccc1 (stereo not drawn)
4% | O=C(COc1cc(F)ccc1[N+](=O)[O-])Nc1cccc(S(=O)(=O)NC2=NCCC2)c1
2% | CCOCCCn1c(SCC(=O)Nc2ccc3[nH]c(=O)[nH]c3c2)nc2ccccc2c1=O
-5% | O=C(CSc1nc(=O)n(CCCN2CCOCC2)c2c1CCC2)Nc1ccccc1F
-3% | CCCCN1CC(=O)N2[C@H]3c4cc(Cl)ccc4OC[C@@H]3[C@H](c3ccccc3)[C@]2(C)C1=O
-2% | Cc1sc2nc(SCCO)n(-c3ccccc3)c(=O)c2c1C
3% | C/C=C/C1=CC(=O)C[C@H](c2ccc(Cl)cc2)C1
2% | O=C(O)CCC(=O)OCCc1cc2ccccc2c(=O)o1
9% | CC(C)(C)CNC(=O)c1cccc2c1C(=O)c1ccc(N3CCCC3)cc1S2(=O)=O
-2% | COc1ccc(OCc2nnc(SCC(=O)Nc3cccc(C(C)=O)c3)o2)cc1
3% | Cc1cccc(C)c1NC(=O)CN(C)C(=O)c1cccc(NS(=O)(=O)c2ccccc2)c1
8% | COc1ccc(NC(=O)CN2C(=O)NC3(CCCCC3C)C2=O)cc1S(=O)(=O)N1CCOCC1 (stereo not drawn)
? | CC(=O)c1cccc(NC(=O)CN2C(=O)C(=O)N(Cc3ccco3)C2=O)c1
3% | CCC(C)Nc1nnc(SCC(=O)c2c(N)n(C3CC3)c(=O)[nH]c2=O)s1 (stereo not drawn)
3% | O=C(CSc1nc(C(F)(F)F)cc(=O)[nH]1)NCc1ccc2c(c1)OCO2
3% | COc1cc(NC(=O)COC(=O)c2cc(S(=O)(=O)N3CCOCC3)ccc2F)cc(OC)c1
-4% | Cc1cnc(NC(=O)C2CC(=O)N(c3ccc4c(c3)OCCO4)C2)s1 (stereo not drawn)
0% | Cc1cccc(-c2oc3ccc(-c4ccc5c(c4)OCO5)cc3c2C(=O)OCc2ccc(O)cc2)c1
-1% | CN(C(=O)c1ccc(NC(=O)Cc2cccc([N+](=O)[O-])c2)cc1)C1CC1
-7% | COc1ccc(CN(C)C(C)C(=O)N(C)CC(=O)Nc2ccc(C)cc2)cc1F (stereo not drawn)
4% | COC(=O)[C@]1(Cc2ccccc2)N[C@H](CN(C)C(=O)COc2ccccc2)[C@@H]2C(=O)N(C)C(=O)[C@@H]21
3% | CCn1c(CCC(=O)N(C)CC(=O)Nc2cccc(F)c2)nc2cc(S(=O)(=O)N(C)C)ccc21
0% | Cc1ccc(C(=O)NCc2ccccn2)cc1NC1=NC2CS(=O)(=O)CC2S1 (stereo not drawn)

Screens as filed in PubChem BioAssay.
